IkB signaling: inhibitors of IkB signaling in ABC-DLBCL cells; ABC-DLBCL IkBa-CBG/CBR dual luciferase ratio, 4 h; response scale: scaled: untreated 0%, proteasome inhibitor 100%; Potency, µM (doses to about 57.1 µM), for inactives: at the highest dose IkBa stabilization activation; 0.04% of 110,000 active; AID 445; active = well fitted curve in the direction sought with a large enough effect in the signal ratio, not every such curve was filed as active; inconclusive = small, poorly fitted or top-dose-only effect, or a change in a side signal; the % refers to the signal ratio;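 note: the direction sought is a rising ratio; 0% = basal untreated cells and 100% = reference inhibitor full response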
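In this assay, an IκBα–CBG68 fusion accumulates when IKK-driven degradation is blocked; native CBR normalizes for cell number. OCI-Ly3 cells were treated 4 h with compound and doxycycline, then green and red light read after Chroma-Glo addition.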
Peg3 imprint: inducers of genomic imprint erasure in mouse ES cells; mouse ES Peg3-LacZ reporter, beta-gal luminescence, 40 h; Potency, µM (titrated, usually from 60.7 µM), for the others: top-dose activity change, positive = activation, usual class: activators; 0.02% of 110,000 active; AID 1948;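 note: 0% = negative control wells on the plate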
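Each well holds 300 Peg3LacZ-Neo (maternal) female ES cells incubated 40 h at 37C, 5% CO2. LacZ is measured by BetaGlo luminescence, with AC50 and maximum efficacy derived from dose-response curves.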
p53ts 39C kill: p53ts cell cytotoxicity, nonpermissive temperature; H1299-p53A138V viability at 39C, ATP luminescence, 24 h; Potency, µM (highest dose often 46.1 µM), without a hit: at the top dose activity change, negative = cell killing, most hits filed as cytotoxic; 1.5% of 130,000 active; AID 902; note: nearly all actives have a fitted effect of over 55% in size
p53ts 32C kill: kills p53ts cells at the permissive temperature; H1299-p53A138V at 32C, ATP luminescence viability, 24 h; Potency, µM (highest dose often 46.1 µM), for inactives: at the top dose activity change, negative = cytotoxicity, actives largely listed as cytotoxic; 0.93% of 130,000 active;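 note: 0% = DMSO and -100% = full killing by reference compound; nearly all actives have a fitted effect of over 55% in size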
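Viability by ATPlite luminescence after 24 h compound treatment (up to 46 uM) at the permissive 32C. Cells are H1299 carrying p53 A138V. Scale runs from DMSO basal to 100 uM tamoxifen as full kill; AC50 from Hill fits.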
* = called active by the depositor; ? = inconclusive; nt = not tested or not shown; & = joins results of further samples; [ ] = dose if it differs, or a comment. Unless noted, calls come from the whole dose curve; as a rule, active = well fitted curve in the direction sought with a large enough effect; inconclusive = small, poorly fitted or top-dose-only effect, or another doubt; inactive = no such curve, though single readings can be large; an effect the other way counts as inactive or inconclusive. Unless noted, % is set by controls: 0 for no effect and ±100 for the full control effect; potency is the fitted concentration of half-maximal effect.

Start of the data: the first 5 records, ahead of the listing:
SMILES	IkB signaling	Peg3 imprint	p53ts 39C kill	p53ts 32C kill
O=C(O)c1cc(S(=O)(=O)N2CCCC2)ccc1Br	2.0%	-3.1%	1.7%	-0.1%
CC(C)CC(C(=O)O)N(Cc1ccccc1)Cc1ccccc1 (configuration not stated)	nt	nt	13.0%	-0.6%
C=C(C)CN=c1scc(C)n1/N=C/c1ccco1	-0.5%	1.9%	-9.1%	-2.4%
O=C(O)c1ccc(CNCc2ccccc2)cc1	-0.6%[11.4 µM]	-10.1%[10.9 µM]	13.1%[9.22 µM]	2.8%[9.22 µM]
O=C(CN(C(=O)CNS(=O)(=O)c1ccccc1)C1CCCC1)NCc1ccco1	0.8%	0.8%	-4.8%	5.3%

The listing, from the start:
SMILES	IkB signaling	Peg3 imprint	p53ts 39C kill	p53ts 32C kill
O=C(O)c1cc(S(=O)(=O)N2CCCC2)ccc1Br	2.0%	-3.1%	1.7%	-0.1%
CC(C)CC(C(=O)O)N(Cc1ccccc1)Cc1ccccc1 (configuration not stated)	nt	nt	13.0%	-0.6%
C=C(C)CN=c1scc(C)n1/N=C/c1ccco1	-0.5%	1.9%	-9.1%	-2.4%
O=C(O)c1ccc(CNCc2ccccc2)cc1	-0.6%[11.4 µM]	-10.1%[10.9 µM]	13.1%[9.22 µM]	2.8%[9.22 µM]
O=C(CN(C(=O)CNS(=O)(=O)c1ccccc1)C1CCCC1)NCc1ccco1	0.8%	0.8%	-4.8%	5.3%
COc1ccc(N2C(=O)c3cccc4cccc(c34)C2=O)nn1	0.2%	12.4%	1.0%	-2.6%
O=C(CNC(=O)c1cccs1)NCCN1CCN(c2ccccc2F)CC1	0.9%	-11.3%	1.2%	5.5%
CN(Cc1ccccc1)C(=O)c1ccc2c(c1)OCCO2	-4.0%	-14.2%	1.6%	-4.3%
Cc1ccc(C)c(NC(=O)C(C)n2c(=O)cc(C(F)(F)F)c3c(C)nn(C)c32)c1 (configuration not stated)	-0.8%	-13.6%[10.9 µM]	-17.1%	1.6%
O=C(CCn1c(=O)c2sccc2n(Cc2ccccc2F)c1=O)NCc1ccc2c(c1)OCO2	3.8%	5.9%[10.9 µM]	-3.6%	7.7%
CCCC(c1nnnn1Cc1ccco1)N1CCN(C(=O)c2ccco2)CC1 (configuration not stated)	1.3%	22.1%	2.3%	-1.3%
C=C(C)c1cccc(C(C)(C)NC(=O)NCCCN2CCCC2=O)c1	0.1%	-8.2%	4.2%	7.5%
COc1ccccc1-c1noc(-c2ccccc2C(=O)Nc2ccccc2)n1	2.7%	-19.1%	4.2%	-2.1%
COC(=O)c1ccc(S(=O)(=O)NCCSc2nnc3c4ccccc4n(C)c3n2)cc1	2.7%	-11.2%	-12.4%	0.6%
c1ccc(C(Cc2nc(-c3ccccn3)no2)c2ccccc2)cc1	?	-19.2%	2.2%	14.1%
Clc1ccc(CSc2ncccn2)cc1	-1.1%	25.6%	4.3%	-13.7%
O=C(CCN1C(=O)C2CC=C(Cl)CC2C1=O)NCc1ccco1 (configuration not stated)	2.2%	-7.2%	14.4%	4.3%
Cc1nc(Sc2nnnn2-c2ccccc2)c(C#N)c(C)c1C	-1.0%	-10.3%	-4.5%	6.0%
Cc1[nH]n(-c2ccccc2)c(=O)c1C(c1cc(Cl)ccc1O)c1c(C)[nH]n(-c2ccccc2)c1=O	?	-2.2%[10.9 µM]	1.9%	2.3%
Cc1ccccc1NC(=O)CSc1nnnn1C	1.2%	-13.3%	-4.3%	2.6%
COc1cccc(OCc2nnc(SCC(=O)OC3CCCCC3)n2C)c1	8.6%	nt	-2.1%	-10.4%
CCC(Oc1ccccc1)C(=O)Nc1ccc(O)c(-c2nc3cc(C)ccc3o2)c1 (configuration not stated)	-0.1%	-5.4%[10.9 µM]	?	-11.8%
CCOc1ccc(Nc2nn(-c3ccc(OC(F)(F)F)cc3)nc2C(C)=O)cc1	0.9%	-7.3%[10.9 µM]	3.9%	2.1%
Cc1ccc(C)n1-c1ccc(-n2cnnn2)cc1	?	-22.1%	-2.7%	9.5%
Cc1cccc(NC(=O)C(NS(=O)(=O)c2ccc3c(c2)oc(=O)n3C)C(C)C)c1 (configuration not stated)	1.8%	-9.5%[10.9 µM]	-21.2%	2.5%
CC(C)Cc1nnc(NC(=O)c2ccncc2)s1	11.9%	-12.2%	-0.7%	11.4%
NC(=O)CSc1nnc(-c2cnccn2)n1-c1ccccc1	-0.9%	3.0%	-1.3%	5.3%
CCOC(=O)c1c(-c2ccccc2)oc2ccc(NS(=O)(=O)c3cc(C)c(C)cc3C)cc12	?	-14.7%[10.9 µM]	-3.8%	19.3%
O=C(O)c1c(-c2c3ccc(=O)cc-3oc3cc(O)ccc23)cc2ccccc2c1-c1ccccc1	1.5%[11.4 µM]	3.8%[10.9 µM]	16.2%[9.22 µM]	4.3%[9.22 µM]
Cc1cc(N2CCOCC2)nc2ccc(NC(=O)CCC(=O)N3CCCCC3)cc12	1.1%	-13.1%	-7.6%	-12.2%
Cc1ccc(-n2nc(C(=O)NCc3ccc(F)cc3Cl)c3c4ccccc4n(C)c3c2=O)cc1	0.5%	?	-6.0%	-8.1%
CC(C)=CCCC(C)CCO (configuration not stated)	0.6%	0.8%&-4.7%	8.6%	-7.7%[1.84 µM]
COc1ccc(C(=O)NCc2nnc(SCC(=O)N3CCc4ccccc43)n2CCc2ccccc2)cc1	nt	nt	-4.9%	-1.4%
C=CCNC(=O)CCCOc1cccc(C)c1	-1.3%	-12.3%	2.4%	1.1%
COc1ccc(-c2cc(C(F)(F)F)n3nc(C(=O)NCc4ccco4)cc3n2)cc1	?	-30.0%[inhibitor]	-5.9%	-7.4%
Cc1ccc(OCCCCn2nnc3sc4c(c3c2=O)CCCC4)cc1	?	-9.9%[10.9 µM]	-18.1%	-9.3%
CC(C)CC1NC(=O)C(CCCN)NC(=O)C(C(C)C)NC(=O)C2CCCN2C(=O)C(Cc2ccccc2)NC(=O)C(CC(C)C)NC(=O)C(CCCN)NC(=O)C(C(C)C)NC(=O)C2CCCN2C(=O)C(Cc2ccccc2)NC1=O (configuration not stated)	nt	-29.6%	5.01µM*	-9.8%
CC(C)Sc1ncnc2c1oc1ccccc12	-2.9%	4.3%	-13.7%	-0.7%
O=C(CCSCc1cccc(Cl)c1)NCc1ccc(F)cc1Cl	?	-12.8%[10.9 µM]	-31.9%	3.7%
Cc1ccccc1-n1c(SCc2c(C)noc2C)nnc1-c1ccncc1	0.6%	-11.4%	-1.7%	-1.4%
Cc1ccc(NC(=O)C(Cc2ccccc2)n2cccc2)cc1 (configuration not stated)	?	5.0%[10.9 µM]	-13.8%	-2.0%
O=C(NCc1cccnc1)C1CCN(Cc2cc3ccccc3n2Cc2cccc(Cl)c2)CC1	?	-3.7%[10.9 µM]	12.6µM*	20.6%
Cc1ccc(-n2ncc(C(=O)N3CCN(Cc4ccccc4)CC3)c2C2CCN(C(=O)OC(C)(C)C)CC2)cc1	4.7%	20.7%[10.9 µM]	-10.3%	10.4%
Cc1cc(/C=N/n2cnnc2)c(C)n1-c1cc(Cl)ccc1Cl	3.7%	-15.7%	-16.8%	-3.8%
O=C(Nc1ccccc1)c1cc([N+](=O)[O-])ccc1Cl	?	-26.8%&-18.8%	-14.5%	?
CC12CS(=O)(=O)CC1SC(=S)N2c1ccccn1 (configuration not stated)	1.2%	-5.6%	3.9%	4.2%
O=C(Cn1ncc(Cl)c(Cl)c1=O)c1ccc(Cl)cc1	nt	nt	73.8%[activator]	?
O=C(NCCn1ccc2ccccc21)C1CCCCC1	2.6%	-15.6%	4.2%	8.8%
O=c1cc(CSc2nc3cc(Cl)ccc3o2)nc2sccn12	-1.8%	-3.2%	-8.3%	-6.3%
CC(=O)OC1CC2C(C)(C)CCC(=O)[C@@]2(C)C2CC[C@@]3(C)C(c4ccoc4)OC(=O)C4OC43[C@]12C (some centres not stated)	nt	-6.4%	3.1%	-9.4%
(more compounds)
SMILES	IkB signaling	Peg3 imprint	p53ts 39C kill	p53ts 32C kill
CCc1ccc(-c2nc3cc(NC(=O)c4ccc(F)cc4)ccc3o2)cc1	-3.2%	-10.5%[10.9 µM]	45.7%[activator]	4.4%
CCCCCCNC(=O)c1c(O)c2ccccc2[nH]c1=O	0.6%	-8.7%	-1.9%	-0.1%
Cn1c(=S)[nH]c2cccnc21	0.2%	-2.5%	6.8%	1.6%
Cc1cc(C)n(C(=O)CN2C(=O)c3ccccc3C2=O)n1	nt	nt	2.4%	1.9%
CCOC(=O)C(NC(=O)CC)(Nc1ccc(S(=O)(=O)Nc2onc(C)c2C)cc1)C(F)(F)F (configuration not stated)	2.1%	-4.1%	15.7%	0.3%
COc1ccc(-n2nnc(-c3nsc(NC(=O)c4ccc(C)c(C)c4)n3)c2C)cc1Cl	0.4%	-4.7%[10.9 µM]	-12.4%	-3.8%
COc1cccc(-c2c(NC(=O)c3ccco3)n(-c3ccc(C)cc3)nc(C)c2=O)c1	3.7%	-8.3%	10.8%	4.1%
OCCN1CCN(CCCN2c3ccccc3C=Cc3ccccc32)CC1	nt	-11.2%&-9.5%	28.3%&-10.8%	-18.6%&-9.6%
CC/C=C\CC[C@H](OC(=O)c1ccc(Br)cc1)C1=CCCCC1=O	nt	nt	-7.6%[9.22 µM]	-1.4%[9.22 µM]
O=C(O)CC1C(=O)NCCN1Cc1ccc(F)c(F)c1 (configuration not stated)	5.3%	-0.7%	-1.0%	-8.6%
COCCCNC(=O)c1nn(-c2ccc(C)cc2)c(=O)n(C)c1=O	-2.4%	2.9%[10.9 µM]	2.6%	-13.8%
CN1CCc2c(sc3c2C(=O)NC(c2ccc4c(c2)OCO4)N3)C1 (configuration not stated)	4.7%	27.6%	-10.6%	-10.5%
COC(=O)c1cc2oc3ccccc3c2n1CC(=O)Nc1ccc(N(C)C)cc1	0.0%	-5.2%[10.9 µM]	10.4%	4.2%
Cc1ccc(S(=O)(=O)c2nnn3c2nc(N2CCC(C)CC2)c2cc(Cl)ccc23)cc1C	?	-10.2%[10.9 µM]	-18.2%	7.0%
CNC(=O)CN(Cc1ccccc1)S(=O)(=O)c1ccccc1	-2.6%	-2.7%	13.0%	6.3%
Cc1ccc2cc(C#N)c(N3CCCN(C(=O)C4CCCO4)CC3)nc2c1C (configuration not stated)	?	-12.9%	-12.8%	-2.5%
CC(=O)Nc1ccc(-c2nc3ccc(Cl)cc3[nH]2)cc1	nt	-45.1%[inhibitor]	?	?
CCOC(=O)c1sc(=NC(=O)c2ccc(S(=O)(=O)N3CC(C)OC(C)C3)cc2)n(C)c1C (configuration not stated)	3.3%	-5.4%	8.0%	7.5%
Cc1ccc(C(=O)CC2(O)C(=O)N(Cc3ccccc3Cl)c3ccccc32)o1 (configuration not stated)	0.6%	-26.7%	55.1%[activator]	24.9%
COc1ccc(C2C(C(=O)Nc3ccccc3)=C(C)Nc3c(C(=O)Nc4ccccc4)cnn32)cc1 (configuration not stated)	?	10.1%[10.9 µM]	-7.2%	10.6%
CCCOc1c(Cl)cc(C(=O)N(Cc2cccc(OC)c2)C2CCS(=O)(=O)C2)cc1Cl (configuration not stated)	?	-4.4%[10.9 µM]	?	9.5%
CCOC(=O)Cn1c(C)nc2ccccc21	-1.9%	5.2%	-12.7%	-4.6%
COC(=O)N(/C=C/c1ccc(OC)cc1)CCc1ccc(OC)c(OC)c1	nt	nt	2.6%[9.22 µM]	7.9%[9.22 µM]
c1coc(-c2nnc(SCc3nc4ccccc4[nH]3)o2)c1	?	-8.7%	-10.2%	-13.8%
CCOC(=O)c1cc(-c2ccc(C)cc2)n(CC(=O)Nc2ccc(OC)cc2OC)c1C	-3.7%	-11.9%[10.9 µM]	?	-18.5%
O=C(Cc1cccs1)Nc1nnc(SCc2ccc(Br)cc2)s1	nt	nt	10.0%	-12.9%
Nn1c(SCc2cn3ccsc3n2)nnc1-c1ccncc1	0.1%	3.3%	9.1%	2.8%
O=C(CCNS(=O)(=O)c1cccc2nonc12)Nc1ccc(F)cc1	?	-13.7%[10.9 µM]	-13.1%	7.3%

An excerpt from above in order of SMILES length, lowest first.
SMILES	IkB signaling	Peg3 imprint	p53ts 39C kill	p53ts 32C kill
O=C(CCSCc1cccc(Cl)c1)NCc1ccc(F)cc1Cl	?	-12.8%[10.9 µM]	-31.9%	3.7%
CCOc1ccc(Nc2nn(-c3ccc(OC(F)(F)F)cc3)nc2C(C)=O)cc1	0.9%	-7.3%[10.9 µM]	3.9%	2.1%
CCOC(=O)c1c(-c2ccccc2)oc2ccc(NS(=O)(=O)c3cc(C)c(C)cc3C)cc12	?	-14.7%[10.9 µM]	-3.8%	19.3%

Screening results: PubChem BioAssay, National Center for Advancing Translational Sciences (NCATS)
